JMJD2A Tudor inh: JMJD2A Tudor domain (human) inhibition; AlphaScreen JMJD2A-Tudor / H3K4me3 peptide binding; hit rate 4.4% among 390,000; O75164; Potency, µM (doses to about 114 µM), inactives show at the top dose activity change, negative = inhibition, hits mostly inhibitors; further: potency means the concentration at half of the fitted maximal effect; on the % scale 0 is the no-effect control and ±100 the full control effect; nearly all actives have a fitted effect of over 50% in size
ALOX12 inh: ALOX12 (human) lipoxygenase inhibition; hit rate 1.1% among 580,000; Potency, µM (series often up to 108 µM), inactives show at the highest dose activity change, negative = inhibition, hits mostly inhibitors; purified 12hLO, xylenol orange hydroperoxide absorbance; P18054; further: potency means the concentration at half of the fitted maximal effect; on the % scale 0 is the no-effect control and ±100 the full control effect
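Purified human 12hLO at 150 nM in 25 mM Hepes, 0.01% Triton X-100, pH 7.0, preincubated 15 min at room temperature with compound. Reaction started with 40 uM arachidonic acid, 30 min at room temperature. Hydroperoxide measured by Fe-xylenol orange, 573/405 nm absorbance ratio.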
BAZ2B block: blocks human BAZ2B; hit rate 4.4% among 360,000; AID 504333; Q9UIF8; AlphaScreen BAZ2B-H3K14Ac peptide displacement; Potency, µM (series often up to 114 µM), for inactives: at the highest dose activity change, negative = inhibition, hits mostly inhibitors; further: potency means the concentration at half of the fitted maximal effect; on the % scale 0 is the no-effect control and ±100 the full control effect; nearly all actives have a fitted effect of over 60% in size
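Compounds, titrated to a top concentration of 110 uM, were incubated 30 min at room temperature with preformed BAZ2B/acetyl-K14 H3 peptide complex (50 nM each). Proximity signal was measured by AlphaScreen after 20 min with beads.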
ERG Ets-DNA blk: blocks human ERG Ets domain binding to DNA; fluorescence polarization, His-ERG Ets domain / labelled DNA; Potency, µM (series often up to 76.9 µM), without a hit: top-dose FP activity, negative = inhibition, usual class: inhibitors; hit rate 0.028% among 370,000; active means well fitted inhibition curve with a large enough effect in the polarisation, with a control signal flat; inconclusive means small, poorly fitted or top-dose-only effect, or effect the other way, or a change in a side signal; inactive means no such curve, though single readings can be large or run the other way; the % refers to the polarisation;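 further: polarization taken with two DNA probes labelled with fluorescein and Texas red; potency means the concentration at half of the fitted maximal effect; % of control where 0% means no effect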
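His-tagged ERG Ets domain (1 uM in the protein solution; 300mM KCl, 50mM Tris-HCl, 1mM EDTA, 1mM DTT, pH 7.5) received compound, then a probe mix of 5 nM fluorescein-DNA and 100nM Texas-615-DNA. Fluorescence polarization was read for both dyes.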
GLS inh: glutaminase GLS (human) inhibition. O94925. GLS enzymatic activity, qHTS titration. Potency, µM (highest dose often 45.5 µM), inactives show at the top dose activity change, negative = inhibition, hits mostly inhibitors. hit rate 0.21% among 410,000. AID 624170; further: potency means the concentration at half of the fitted maximal effect; on the % scale 0 is the no-effect control and ±100 the full control effect
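Assay buffer: 45 mM KH2PO4 pH 8.2, 0.02% Tween-20. hKGA acts on L-glutamine (1 mM solution added); product glutamate is reported by an oxidase/peroxidase Amplex Red coupling, with fluorescence taken at baseline and 30 min.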
HP1b binding inh: HP1-beta chromodomain-methylated histone interaction inhibition | hit rate 0.56% among 390,000 | P83916 | Potency, µM (highest dose often 114 µM), for inactives: at the top dose activity change, negative = inhibition, most hits filed as inhibitors | AlphaScreen HP1-beta / biotin-H3K9me3 peptide binding; further: potency means the concentration at half of the fitted maximal effect; nearly all actives have a fitted effect of over 70% in size; inactives centre near 23
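HP1-beta protein (50 nM final) preincubated 30 min at room temperature with biotinylated H3(1-18)K9me3 peptide (50 nM) in PBS pH 7.4, 0.01% Tween-20, then compound added for 30 min. AlphaScreen streptavidin donor/nickel chelate acceptor beads (10 ug/mL final), 30 min dark, luminescence read.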
G9a block: blocks human histone lysine methyltransferase G9a. G9a H3K9 monomethylation, AlphaScreen, 2 h. Potency, µM (top dose mostly 102 µM), for the others: at the top dose activity, negative = inhibition, most hits filed as inhibitors. Q96KQ7. hit rate 8.8% among 350,000; further: potency means the concentration at half of the fitted maximal effect; on the % scale 0 is the no-effect control and ±100 the full control effect; nearly all actives have a fitted effect of over 75% in size
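Chemiluminescent proximity detection of H3K9 monomethylation, read after 10 min bead incubation in the dark. Reaction: 20 nM G9a, 500 nM biotin-H3K9 peptide, 20 uM SAM cofactor, 2 h, room temperature, following 15 min enzyme-compound preincubation.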
PI4K2A block: PI4K2A (human) kinase inhibition; Q9BTU6; purified PI4K2A, ADP-Glo luminescence, 1 h; hits give low values; activity change, negative = inhibition, % at 76.9 µM; hit rate 0.13% among 420,000; in the data active means activity change below about -50%; inconclusive means mostly about -30% to -49%;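 further: -100% = wells without enzyme as full effect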
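In this quantitative HTS, ADP production by PI4K2A was quantified luminescently after 1 h at ambient temperature; 100 microM adenosine served as plate-quality control.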
RGS4 inh: human RGS4 inhibition | Potency, µM (series often up to 114 µM), without a hit: at the top dose activity change, negative = inhibition, usual class: inhibitors | hit rate 0.039% among 390,000 | Transcreener GDP fluorescence polarization, RGS4-accelerated GTP hydrolysis | P49798; further: potency means the concentration at half of the fitted maximal effect; on the % scale 0 is the no-effect control and ±100 the full control effect; nearly all actives have a fitted effect of over 75% in size; some results filed as inactive show a strong effect at the top dose
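MLSMR compounds (23 nl, pin-transferred) preincubated 10 min at room temperature with a 500nM (2x) first reagent, then RGS4 at 900nM (2x) plus Transcreener GDP mix added; fluorescence polarization (620/688 nm) read before and after 90 min at 30 °C.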
Numbers without * were called inactive; ? = inconclusive; nt = not tested or not shown; & = joins results of further samples; [ ] = remark or other dose. Unless noted, the call rests on the fitted dose curve; in most records, active means well fitted curve in the direction sought with a large enough effect; inconclusive means small, poorly fitted or top-dose-only effect, or another doubt; inactive means no such curve, though single readings can be large; an effect the other way counts as inactive or inconclusive.

Every second line gives: JMJD2A Tudor inh | ALOX12 inh | BAZ2B block | ERG Ets-DNA blk | GLS inh | HP1b binding inh | G9a block | PI4K2A block | RGS4 inh
O=C(Nc1ccc(Cl)cc1)C1C2C=CC3(O2)C1C(=O)N(CCN1CCCCC1)C3C(=O)NC1CCCCC1 (stereo unspecified)
    -14% | -5% | 0% | 3% | 8% | -4% | -21% | -2 | 1%
CCC(C)NC(=O)CN1C(=O)c2cccc3cccc1c23 (stereo unspecified)
    -11% | -2% | -2% | 2% | -1% | 35% | 12% | 0 | -19%
COc1cc(C(=O)N2CCN(S(=O)(=O)c3cccc(F)c3)CC2)ccc1OCC(=O)N1CCOCC1
    -1% | 25% | -4% | 5% | -2% | 16% | -20% | 0 | -21%
CCCCOc1ccccc1P(=O)(O)CP(=O)(c1ccccc1)c1ccccc1
    -10% | 133%[activator] | 4% | 0% | 7% | 15% | 2%[59 µM] | 3 | -7%
COc1ccc(-c2ccc3oc(-c4ccsc4)cc3c2)cc1
    1% | -4% | nt | -3% | -1% | 42%[activator] | nt | -1 | -4%
COc1cc(-c2nc(-c3cccc(C(F)(F)F)c3)no2)cc(OC)c1OC
    24% | 11% | 37% | 1% | 5% | 86%[activator] | 11% | -1 | -8%
CNC(=O)c1[nH]cnc1C(=O)NCC(=O)OCc1ccccc1
    -33% | 12% | -25% | -7% | 1% | 37% | 45µM* | 0 | -11%
O=C(Nc1ccccc1C(=O)N1CCCCC1)c1ccco1
    -2% | -19% | 8% | 3% | -16% | 16% | 6% | 1 | 7%
COc1ccc2c(c1)c1nnc(SCC(=O)N3CCCCC3C)nc1n2C (stereo unspecified)
    -6% | -16% | 8% | -1% | -3% | 34%[activator] | ? | -2 | 16%
CS(=O)(=O)c1sc(C#N)c2c1C(=O)CC(c1ccccc1)C2 (stereo unspecified)
    -21% | 41%[activator] | -38% | 6% | 3% | 10% | 25µM* | 11 | ?
CCN(C(=O)COC(=O)c1n[nH]c2ccccc12)c1ccccc1
    -20% | ? | 3% | -9% | 2% | 18% | -2%[12.7 µM] | 1 | 8%
Cc1cccc(C)c1OCCCN1CCOCC1
    -15% | nt | -23% | -6% | 0% | -1% | 35µM* | -3 | -21%
COc1ccccc1OCC(=O)Nc1ccc2c(c1)OCO2
    ? | ? | 50µM* | -1% | -3% | -8% | -19% | -5 | 24%
CCCCn1c(N)c(N(CC)C(=O)c2ccncc2)c(=O)[nH]c1=O
    -9% | -2% | -16% | -7% | -5% | 20% | ? | 6 | 7%
CC(C)(C)NC(=O)C(c1ccco1)N(Cc1ccc2c(c1)OCO2)C(=O)Cn1nnc2ccccc21 (stereo unspecified)
    -30% | 9% | -26% | -9% | -1% | 5% | -7%[59 µM] | 7 | 5%
O=C(Cc1ccccc1)NC(=S)Nc1cc(C(F)(F)F)ccc1Cl
    8% | -2% | 9%[57.1 µM] | 3% | 4% | -2% | 22% | -16 | -33%
CCc1ccc(N(C(=O)c2csnn2)C(C(=O)NCc2ccccc2)c2ccco2)cc1 (stereo unspecified)
    -18% | -9% | 32%[57.1 µM] | -4% | -2% | 29% | 29%[59 µM] | 5 | 32%
O=S(=O)(Oc1ccccc1N1CCCCC1)c1ccccc1
    160%[activator] | ? | 52%[activator] | -4% | -3% | 172%[activator] | nt | 4 | -6%
CC(C)CC(=O)C1CCCN(C(=O)c2ccc3oc(Cc4ccccc4)nc3c2)C1 (stereo unspecified)
    -4% | 446%[activator] | 0% | 7% | -5% | 32% | 79%[activator] | 7 | -13%
COc1ccc(S(=O)(=O)NCC2CCCO2)cc1C(=O)O (stereo unspecified)
    -2% | 14% | -11% | 0% | 7% | 47%[activator] | -4% | 3 | 33%[56.9 µM]
COc1cc(CNc2ccccc2Oc2cc(=O)n(C)c(=O)n2C)cc(OC)c1OC
    3% | 8% | -3%[57.1 µM] | 4% | 10% | 24% | 11% | 6 | -14%
Cc1cc(NC(=O)CSc2nc3ccccc3n2CC(=O)N2CCC(C)CC2)no1
    -12% | 8% | 15% | -1% | 1% | 27% | -8%[59 µM] | 1 | -54%
CN1CC[C@@]2([C@@]34CCN(C)C3Nc3ccccc34)c3ccccc3NC12 (stereo partly specified)
    -16% | 6% | nt | 1% | 21% | 7% | nt | 3 | 7%
NS(=O)(=O)c1ccc(CNC(=O)Cc2ccsc2)cc1
    -7% | 1% | nt | 5% | -6% | 54%[activator] | nt | 1 | 4%
Cc1nn(S(=O)(=O)c2ccc([N+](=O)[O-])cc2)c(C)c1Sc1ccccc1
    -20% | ? | nt | 8% | -2% | ? | nt | -14 | -3%
c1ccc(CC(Nc2ccccn2)c2ccccc2)cc1 (stereo unspecified)
    -1% | -8% | 14% | 1% | 0% | 27% | 10% | 1 | 29%
C/C(CC(=O)NCc1ccc(F)cc1)=N\NC(N)=S
    ? | -20% | ? | -2% | 0% | ? | ? | -8 | ?
COc1ccccc1NC(=O)CCS(=O)(=O)c1cc2c3c(c1)CCN3C(=O)CC2
    ? | ? | -2% | -6% | 0% | 11% | 20µM* | -6 | -41%
Cc1ccccc1N(CC(=O)N1CCN(c2ccccc2)CC1)S(C)(=O)=O
    -18% | ? | -4% | -4% | 21% | 23% | 50µM* | -2 | 14%
CCOc1cccc(CN2CCCC(C(=O)c3cc(Cl)ccc3OC)C2)c1O (stereo unspecified)
    -32% | -5% | -30% | -13% | 17% | 18% | 8% | 4 | 13%
COc1ccccc1C(=O)Nc1cc(Cl)ccc1-n1cncn1
    -19% | -8% | 3% | -3% | 0% | 22% | nt | 0 | 0%
Cc1ccc(S(=O)(=O)N2CCC(C(=O)NNC(=O)c3ccc(F)cc3)CC2)cc1
    ? | -28% | 1% | -14% | 1% | -6% | -2% | 0 | -22%
Cn1c(=O)cc(OCC(=O)N2CCN(c3ccccc3)CC2)c2ccccc21
    -11% | -25% | -18% | 2% | 2% | 15% | 4%[59 µM] | -9 | 2%
COc1ccc(Cn2nnnc2CN2CCc3ccccc3C2)cc1
    -28% | ? | 12% | -7% | 14% | 26% | -90% | 3 | 9%
CCOc1ccc(Nc2oc(/C=C/c3cc(OC)c(OC)c(OC)c3)nc2C#N)cc1
    -11% | 0% | -24% | 1% | 7% | 30% | 4%[59 µM] | -6 | 5%
Cc1ccc(NC(=O)c2sc(Cl)nc2-c2ccccc2)cc1
    20% | -9% | 16% | 0% | 6% | 53%[activator] | 29%[59 µM] | -12 | 6%
COc1ccc(CN(Cc2ccccn2)C(=O)CN2C(=O)COc3ccccc32)cc1
    -16% | 6% | -1% | 3% | -4% | 0% | 17%[59 µM] | -3 | 9%
COc1ccccc1-c1nc2n(n1)C(c1ccccc1Cl)C(C(=O)Nc1cccnc1)=C(C)N2 (stereo unspecified)
    -7% | -5% | 2% | -5% | -2% | 31% | -39%[59 µM] | 1 | -13%
CCOc1nc(C#N)nc(N2CCCCC2)n1
    2% | 0% | 51%[activator] | -2% | 5% | 25% | 12%[12.7 µM] | 38 | -5%&-28%
COc1ccc(-c2ccc(-c3noc(-c4ccccc4OC)n3)c(OC)n2)cc1
    0% | 14% | 1% | 0% | -3% | 58% | -2% | 1 | -21%
O=c1c(Cc2ccccc2)c(O)ccn1Cc1ccco1
    -10% | -11% | -24% | 1% | 1% | 28% | -23% | 2 | -6%
CC(C)C/C(O)=C/c1nc2cc(Cl)ccc2oc1=O
    ? | ? | ? | 0% | 18% | 16% | 35µM* | -3 | -4%
CCCN(CCC)S(=O)(=O)c1ccc(C(=O)Nc2cccc(-c3nc4ccccc4[nH]3)c2)cc1
    -19% | -20% | -4% | 4% | -6% | 5%[57 µM] | 7%[59 µM] | 4 | -12%
Cc1ccc(S(=O)(=O)N2CCc3ccccc3CC2)cc1
    42%[activator] | 1% | nt | 0% | -19% | 62%[activator] | nt | -10 | 1%
Cc1ccc(NC(=O)COc2cccc(C)c2C)cc1S(=O)(=O)N1CCCCCC1
    -10% | -13% | -5% | 2% | -5% | -9% | 4% | -2 | -7%

Printed as active in BAZ2B block (from the list above):
Every second line gives: JMJD2A Tudor inh | ALOX12 inh | BAZ2B block | ERG Ets-DNA blk | GLS inh | HP1b binding inh | G9a block | PI4K2A block | RGS4 inh
COc1ccccc1OCC(=O)Nc1ccc2c(c1)OCO2
    ? | ? | 50µM* | -1% | -3% | -8% | -19% | -5 | 24%

Continued.
Every second line gives: JMJD2A Tudor inh | ALOX12 inh | BAZ2B block | ERG Ets-DNA blk | GLS inh | HP1b binding inh | G9a block | PI4K2A block | RGS4 inh
O=C(OCC(=O)N1CCN(c2ccccc2)CC1)c1ccc[n+]([O-])c1
    3%[57.1 µM] | -14% | -16% | 1% | -3% | 44% | ? | 1 | -5%
CN(C)CC1(c2ccccc2)CCCC1
    -11% | -2%&-26% | 1% | 2% | 19% | 22% | 6% | -10 | 18%
COc1ccc(CCNC(=O)c2ccccc2NC(=O)C2=C(C)OCCS2)cc1OC
    -27% | 3% | -12% | 11% | -2% | 11% | -4% | -4 | -23%
COc1ccc(C(CC(=O)O)NC(=O)c2cc3cc(Br)ccc3oc2=O)cc1OC (stereo unspecified)
    8% | -18% | nt | -2% | -8% | 41%[activator] | -24% | 0 | -18%

Screening results as filed in PubChem BioAssay.

Not all compounds are listed (hit frequency here may not be typical).
